USP17 block: inhibitors of human USP17 deubiquitinase; purified USP17, Ub-rhodamine cleavage fluorescence, 3 h; inhibition, % at 50 µM; hit rate 6.5% among 47,000; AID 1645855, 2021
OTUD3 block: inhibitors of human OTUD3 deubiquitinase | hit rate 0.7% among 47,000 | purified OTUD3, Ub-rhodamine fluorescence, 2 h | AID 1645858, 2021 | inhibition, % at 25 µM
USP8 block: inhibitors of human USP8 deubiquitinase; Ubiquitin carboxyl-terminal hydrolase 8 (Homo sapiens), P40818; purified USP8, Ub-rhodamine cleavage fluorescence, 30 min; inhibition, % at 20 µM; hit rate 4.2% among 47,000; AID 1645853, 2021
Target sequence (P40818 whole entry, looked up): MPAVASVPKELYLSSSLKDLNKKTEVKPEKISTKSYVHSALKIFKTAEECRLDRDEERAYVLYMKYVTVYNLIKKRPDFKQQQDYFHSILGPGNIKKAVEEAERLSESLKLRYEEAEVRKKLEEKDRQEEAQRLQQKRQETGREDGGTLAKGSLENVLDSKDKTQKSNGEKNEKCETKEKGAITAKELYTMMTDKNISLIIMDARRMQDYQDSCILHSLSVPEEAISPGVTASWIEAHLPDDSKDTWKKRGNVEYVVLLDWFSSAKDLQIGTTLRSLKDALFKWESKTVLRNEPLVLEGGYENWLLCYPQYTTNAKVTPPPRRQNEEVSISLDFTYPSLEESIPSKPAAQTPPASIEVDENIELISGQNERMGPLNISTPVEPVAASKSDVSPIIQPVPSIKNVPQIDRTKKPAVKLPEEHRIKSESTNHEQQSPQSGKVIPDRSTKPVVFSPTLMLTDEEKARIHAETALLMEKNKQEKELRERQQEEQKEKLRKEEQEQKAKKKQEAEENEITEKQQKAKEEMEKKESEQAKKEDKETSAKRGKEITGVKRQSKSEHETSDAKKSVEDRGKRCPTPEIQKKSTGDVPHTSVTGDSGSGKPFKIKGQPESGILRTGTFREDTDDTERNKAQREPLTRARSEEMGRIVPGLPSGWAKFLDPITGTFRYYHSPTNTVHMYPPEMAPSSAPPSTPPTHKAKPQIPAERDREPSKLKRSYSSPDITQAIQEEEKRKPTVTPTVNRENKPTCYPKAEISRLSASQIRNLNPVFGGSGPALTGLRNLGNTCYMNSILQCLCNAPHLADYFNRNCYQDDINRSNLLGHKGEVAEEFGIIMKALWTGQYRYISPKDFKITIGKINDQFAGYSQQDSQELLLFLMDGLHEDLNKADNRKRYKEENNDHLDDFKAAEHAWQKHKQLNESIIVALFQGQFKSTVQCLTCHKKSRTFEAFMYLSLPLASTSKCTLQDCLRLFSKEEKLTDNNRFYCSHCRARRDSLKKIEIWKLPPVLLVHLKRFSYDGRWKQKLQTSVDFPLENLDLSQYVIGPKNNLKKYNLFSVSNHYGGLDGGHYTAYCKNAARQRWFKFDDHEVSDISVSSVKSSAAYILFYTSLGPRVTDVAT
USP10 inh: inhibitors of human USP10 deubiquitinase | AID 1645856, 2021 | hit rate 1.1% among 47,000 | Ubiquitin carboxyl-terminal hydrolase 10 (Homo sapiens), Q14694 | purified USP10, Ub-rhodamine fluorescence, 60 min | inhibition, % at 20 µM
USP30 block: inhibitors of human USP30 deubiquitinase. purified USP30, Ub-rhodamine cleavage fluorescence. inhibition, % at 25 µM. hit rate 5.3% among 47,000. AID 1645860, 2021
USP7 block: inhibitors of human USP7 deubiquitinase | purified USP7, Ub-rhodamine cleavage fluorescence | inhibition, % at 20 µM | hit rate 0.3% among 47,000 | AID 1645854, 2021
UCHL1 inh: inhibitors of human UCHL1 deubiquitinase | hit rate 0.2% among 47,000 | purified UCHL1, Ub-rhodamine cleavage fluorescence | Ubiquitin carboxyl-terminal hydrolase isozyme L1 (Homo sapiens), P09936 | inhibition, % at 20 µM
USP28 inh: inhibitors of human USP28 deubiquitinase. Ubiquitin carboxyl-terminal hydrolase 28 (Homo sapiens), Q96RU2. purified USP28, Ub-rhodamine cleavage fluorescence, 30 min. inhibition, % at 25 µM. hit rate 3% among 47,000. AID 1645857, 2021
Starred values were filed as active, the others as inactive; i = inactive; x = no result given. No stated cut-off is given here; in the data, active means inhibition above about 30%; inactive means the rest. Outcome played no part in choosing rows; any-hit rate near 13%.

USP17 block	OTUD3 block	USP8 block	USP10 inh	USP30 block	USP7 block	UCHL1 inh	USP28 inh	SMILES
18	3	3	-1	-42	-17	-2	2	Cc1cccc(OCC(=O)NC2(c3nc(C)no3)CCCCC2)c1
54*	-1	2	6	-6	3	0	-1	CC1(C)Cc2nc3sc4c(=O)n(CC(=O)NCc5ccccc5)cnc4c3cc2CO1
6	5	8	2	15	8	4	1	COc1ccc(C2CC(=O)Nc3cc4c(cc32)OCO4)cc1OC (stereo unspecified)
6	15	18	-4	11	-4	0	12	Cc1cc(C2CCCCCN2Cc2coc3ccccc3c2=O)on1 (stereo unspecified)
14	12	11	8	23	14	7	34*	COc1cccc(OC)c1C(=O)OCC(=O)Nc1ccc(Oc2ccccc2)cc1
0	-3	0	0	3	-77	-2	-7	N#Cc1cccc(NC(=O)N2C[C@H]3CN(C(=O)c4ccccc4)CC[C@H]32)c1
60*	28	0	-3	-6	-38	7	27	COc1c2c(cc3cc(O)c4c(=O)cc(C)oc4c13)CCC2=O
6	-3	1	1	0	3	0	-18	CC(C)NC(=O)c1cn(-c2ccc(-c3nc(C4CC4)no3)cn2)cn1
-16	5	-221	1	18	5	2	4	CCN1CC[C@@]2(C(=O)N3CCCC3)CCN(S(=O)(=O)c3ccccc3)CC[C@@H]12
-54	-83	-1	-16	-356	-45	-35	-89	CC(C)CCN1CCC2(CC1)OC(C(=O)Nc1cccnc1)Cn1ccnc12 (stereo unspecified)
45*	-1	10	1	-66	4	0	-3	COc1ccc(-c2noc(-c3ccc(N4CCC5(CC4)OCCO5)nn3)n2)cc1
51*	4	33*	4	-7	3	0	4	Cc1ccc(CNC(=O)Cn2c(=O)n(-c3ccccc3)c3ncccc32)cc1
2	13	-8	1	13	-4	1	3	Cc1nc(NC2CCCCCC2)c2c(C)noc2n1
1	0	3	1	-15	4	-1	-4	Cc1nn2c(NC3CCCCC3)c3c(nc2c1-c1ccccc1)CCC3
7	5	-5	-1	8	-17	0	13	O=C(c1ccccc1)C(CC(=O)N1CCCC1)c1nc2ccccc2s1 (stereo unspecified)
-16	-7	-12	-3	-24	-7	-4	-18	O=C(NCc1noc(Cc2ccccc2)n1)C1CCCC1
5	5	-2	0	7	3	0	2	CC1CCc2c(cnc3c(C(=O)NCCN4CCN(C)CC4)cnn23)C1 (stereo unspecified)
-2	-2	19	-1	-23	8	2	-6	O=C(NCc1nc(-c2ccc(N3CCCCCC3)cc2)no1)c1ccccc1
-11	-4	-1	0	-27	-2	-4	-9	O=C(c1cn(-c2cc(-c3nc(C4CC4)no3)ccn2)cn1)N1CCCCCC1
4	9	12	8	25	4	4	25	Cc1ccc(S(=O)(=O)N(CC(=O)Nc2ccc3c(c2)OCCO3)c2ccccc2F)cc1
26	-9	3	-4	-13	1	-1	0	O=C(NCc1cccc2ccccc12)NCc1cnn2ccccc12
43*	4	13	5	20	1	-1	6	CC(OC(=O)c1ccc(N2CCCC2=O)cc1)C(=O)Nc1ccc2c(c1)OCCO2 (stereo unspecified)
-2	0	-6	1	-11	-1	0	-5	Cc1ccccc1C(=O)NC(c1ccccc1)c1cccnc1 (stereo unspecified)
17	14	6	3	26	5	2	13	C=CCC1OC(=O)CCNC(=O)C(C)N(C)C(=O)C(C(C)C)N(C)C(=O)C(C(C)CC)NC(=O)C2CCCN2C1=O (stereo unspecified)
4	3	1	3	15	4	3	3	CCN1CCN(c2ccc(NC(=O)C3CCCCC3)cn2)C1=O
-20	-5	-54	0	0	-2	0	-11	N#Cc1ccc(C(=O)N2C[C@H](OCc3ccccn3)[C@H]3COC[C@H]32)cc1
-170	-197	-130	-12	i	-48	-41	-273	COCCNC(=O)c1cc(-c2cn(-c3ccccn3)c(C)n2)n2ccccc12
-1	0	-5	0	-16	1	-2	-5	COc1cccc(-c2cc(C(=O)N3CCCC(C(=O)O)C3)no2)c1 (stereo unspecified)
-9	7	-17	3	23	4	2	25	N#Cc1ccccc1OCc1csc(-c2ccc(F)cc2)n1
58*	5	10	0	-1	-1	3	1	COc1cccc(N2CCN(C(=O)CCNS(=O)(=O)c3ccc4c(c3)CCC(=O)N4)CC2)c1
24	9	53*	12	25	10	2	9	Cc1ccc(Nc2nc3c(S(=O)(=O)c4ccc(C)c(C)c4)nnn3c3ccccc23)cc1C
33*	6	-2	1	-5	x	1	-9	O=C1CC(c2ccccc2)Cc2nc(Nc3cc(Cl)cc(Cl)c3)ncc21 (stereo unspecified)
1	11	9	0	15	3	2	25	CC1Cc2cc(S(=O)(=O)N3CCCC3)ccc2N1C(=O)C1CC1 (stereo unspecified)
-2	-11	-1	0	-16	-173	3	0	O=C1[C@H]2Cc3c([nH]c4ccccc34)CN2C(=O)CN1Cc1ccc(F)cc1
-5	-4	1	0	-6	1	-4	-3	CN1CCn2cc(S(=O)(=O)NCc3cccc(Cl)c3)cc2C1=O
0	0	1	0	-4	0	-1	-5	CCc1ccc(NC(=O)CC(NCc2ccccc2)C(=O)O)cc1 (stereo unspecified)
1	4	2	0	5	6	3	5	CC(=O)N1CCC(c2cc(-c3ccc(C(=O)O)cc3)nc(C)n2)CC1
0	-3	-9	3	0	1	-1	-7	CN(C)C(=O)N1CCN(C(=O)c2ccccc2)CC2(CC(=O)N(C)C2)C1 (stereo unspecified)
-1	3	4	-3	0	0	4	21	Cc1nc2ccc(NC(=O)Cc3ccc4c(c3)OCCO4)cc2s1
3	6	19	3	9	4	3	4	Cc1c(O)ccc2c(=O)c(-c3cc4ccccc4o3)coc12
-2	0	-9	0	10	2	0	-3	CCCn1nc(-n2cnnc2)c(NS(=O)(=O)c2ccc(C)cc2C)c1C
14	-25	-8	-6	-118	-1	-6	-20	Cc1ccc(CNCc2cccn2-c2nnc(N3CCOCC3)s2)o1
16	13	21	-1	20	2	1	11	COCCNc1nc2c(c(=O)[nH]c(=O)n2C)n1CCCc1ccccc1
-5	0	2	2	3	0	-2	-2	Cc1ccc(CNC(=O)Cc2nnc(-c3cnccn3)o2)cc1C
0	-1	4	-1	14	-1	-1	2	Cc1ccc(-n2nnc(C(=O)Nc3ccc(F)cc3)c2C)cc1C
6	3	0	-2	4	-2	-1	-1	COc1cc(OC)cc(C(=O)N2CCN(c3ccc(-c4ccncc4)nn3)CC2)c1
1	-5	96*	42*	-45	14	12	3	COc1ccccc1NC(=O)c1nc(-c2cn(-c3cccc(F)c3)nn2)no1
13	0	7	8	36*	-16	1	18	CN(C(=O)COc1ccc(-n2cnnn2)cc1)C(c1ccccc1)c1ccccc1
9	-4	-11	-3	0	-4	-5	-2	Cc1cc(C)n(-c2ccc(C(=O)Nc3ccccc3)nn2)n1
-1	-18	-43	-3	-3	0	-3	-17	COc1ccc(OC)c(CN2CCC([C@@H]3C[C@H](C(F)(F)F)n4ncnc4N3)CC2)c1
11	5	3	0	10	9	4	0	Fc1ccc(-c2nn(-c3cccc(F)c3)c3c2cnc2cc4c(cc23)OCO4)cc1
-19	-6	-31	0	-13	0	0	-7	CCc1ccc(NC(=O)N2C[C@H]3CC[C@@]4(N=C(C)N(C)C4=O)[C@H]3C2)cc1
5	12	24	2	5	11	6	0	CCOC(=O)C1CCCN(c2c(S(=O)(=O)c3ccc(C)cc3)cnc3ccc(OCC)cc23)C1 (stereo unspecified)
43*	-1	35*	3	-53	6	7	6	Cc1ccc2c(c1)[nH]c1c(N3CCc4ccccc4C3)ncnc12
3	7	14	-2	0	1	0	3	Cc1cccc(C(=O)N2CCC3(CC2)CC(N(C)c2ccccc2)CO3)n1 (stereo unspecified)
8	6	10	0	13	9	6	8	Cc1cc(C2CCCN2C(=O)c2cc(C)on2)on1 (stereo unspecified)
-88	-127	-327	-7	i	-150	-154	-133	CC1OC2CC(=O)OC2C2=C1C(=O)c1c(O)c3c(c(O)c1C2=O)C1CC(OC2CCC(O)C(C)O2)C3(O)C(C)O1 (stereo unspecified)
-39	-24	-99	1	-183	-2	-3	-39	O=C(Cn1ccc2ccc([N+](=O)[O-])cc21)NCc1ccc2c(c1)OCO2
21	3	31*	4	24	12	4	6	Cc1nc(-c2cccc(NC(=O)C3CC(=O)N(c4cccc(Cl)c4)C3)c2)no1 (stereo unspecified)
x	-10	-19	-5	-50	-8	0	-16	Cc1cc(-c2noc(COc3ccc(F)cc3F)n2)c2ccccc2n1

Later entries
USP17 block	OTUD3 block	USP8 block	USP10 inh	USP30 block	USP7 block	UCHL1 inh	USP28 inh	SMILES
-4	-3	-6	1	-7	4	0	0	O=C(NC1CCCC1)C1CCN(c2cnc(N3CCCC3)nc2)CC1
9	9	-1	1	8	x	0	4	CC1(C)Cc2c(c(-c3ccccc3)nc3sc4c(SCc5ccc(F)cc5)ncnc4c23)CO1
2	7	13	7	-4	-44	1	27	N#Cc1c(F)cccc1Sc1ccc(Cl)cc1
0	2	2	5	9	-22	2	64*	CCn1c(CNc2ccc(Cl)cc2)nnc1SCC(=O)Nc1ccccc1
-7	-9	1	0	-8	-5	-3	-12	CC(C)C(=O)N1CCN(c2ccc(N3CCCCC3)nn2)CC1
x	5	12	2	-6	3	0	-2	CCc1nnc(-c2cc(S(=O)(=O)Nc3ccc(F)cc3)c[nH]2)o1
13	15	36*	3	-11	13	7	4	CCN(CC)S(=O)(=O)c1ccc(/C(=C\Nc2ccc(Cl)cc2)c2ncc(C(F)(F)F)cc2Cl)s1
6	0	-8	0	2	3	4	-5	CCOc1ccccc1N(C(=O)c1ccc2c(c1)OCCO2)C(C(=O)NC1CCCCC1)c1ccc(F)cc1 (stereo unspecified)
15	-24	-22	-6	-108	-6	-7	-32	O=S(=O)(NCC1CCCN(C2CSCCSC2)C1)c1cccc2cccnc12 (stereo unspecified)
-125	-40	-19	-7	-115	-3	-4	-57	Cc1noc(-c2ccc(SCC(=O)Nc3ccccc3F)nc2)n1
0	9	5	3	16	7	1	2	CCN(C(=O)C(c1ccccc1)c1ccccc1)C(C)C(=O)Nc1ccc(C)cc1 (stereo unspecified)
-1	-3	7	0	-16	-42	-3	-1	Cc1c(Cl)cccc1NC(=O)N1CCCC1c1ccco1 (stereo unspecified)

Entries of single compounds as entered above. Screens in order: USP17 block | OTUD3 block | USP8 block | USP10 inh | USP30 block | USP7 block | UCHL1 inh | USP28 inh
CC(C)C(=O)N1CCN(c2ccc(N3CCCCC3)nn2)CC1 in the list: -7 | -9 | 1 | 0 | -8 | -5 | -3 | -12
CC1(C)Cc2c(c(-c3ccccc3)nc3sc4c(SCc5ccc(F)cc5)ncnc4c23)CO1 in the list: 9 | 9 | -1 | 1 | 8 | x | 0 | 4
CCn1c(CNc2ccc(Cl)cc2)nnc1SCC(=O)Nc1ccccc1 in the list: 0 | 2 | 2 | 5 | 9 | -22 | 2 | 64*

Next section:
USP17 block	OTUD3 block	USP8 block	USP10 inh	USP30 block	USP7 block	UCHL1 inh	USP28 inh	SMILES
4	0	8	0	6	-20	2	2	c1cc(-c2noc(C3CCCCC3)n2)cc(N2CCOCC2)n1
10	4	33*	-1	15	1	3	10	O=C(Nc1ccc(Cl)cc1)C1CCCN(c2ncccn2)C1 (stereo unspecified)
74*	13	90*	36*	15	12	2	4	Cc1ccc(Nc2nc(O)c(CC(=O)Nc3ccccc3C)s2)cc1C
0	-2	0	-7	-7	-12	-5	1	COc1nccnc1N1CCC(NC(=O)c2ccncc2)C1 (stereo unspecified)
3	16	0	-3	14	3	0	18	O=S(=O)(c1ccccc1)N1CCCN(CCn2cccn2)CC1
0	-3	11	1	-6	1	-1	-1	O=C(CCc1nnc2n(Cc3ccccc3Cl)c(=O)c3ccccc3n12)NC1CC1
21	-5	7	13	60*	3	2	9	COc1ccc(NC(=O)CS(=O)(=O)c2[nH]c(-c3ccc(C)cc3)nc2-c2ccccc2)cc1Cl
12	11	17	-2	8	4	1	14	CCC(=O)N1CCc2cc(S(=O)(=O)NCCC(=O)N3CCN(c4ccccn4)CC3)ccc21

7 entries picked at random from those above, as already listed:
USP17 block	OTUD3 block	USP8 block	USP10 inh	USP30 block	USP7 block	UCHL1 inh	USP28 inh	SMILES
74*	13	90*	36*	15	12	2	4	Cc1ccc(Nc2nc(O)c(CC(=O)Nc3ccccc3C)s2)cc1C
4	0	8	0	6	-20	2	2	c1cc(-c2noc(C3CCCCC3)n2)cc(N2CCOCC2)n1
0	-3	11	1	-6	1	-1	-1	O=C(CCc1nnc2n(Cc3ccccc3Cl)c(=O)c3ccccc3n12)NC1CC1
21	-5	7	13	60*	3	2	9	COc1ccc(NC(=O)CS(=O)(=O)c2[nH]c(-c3ccc(C)cc3)nc2-c2ccccc2)cc1Cl
12	11	17	-2	8	4	1	14	CCC(=O)N1CCc2cc(S(=O)(=O)NCCC(=O)N3CCN(c4ccccn4)CC3)ccc21
10	4	33*	-1	15	1	3	10	O=C(Nc1ccc(Cl)cc1)C1CCCN(c2ncccn2)C1 (stereo unspecified)
3	16	0	-3	14	3	0	18	O=S(=O)(c1ccccc1)N1CCCN(CCn2cccn2)CC1
